CHRM5 antagonist: antagonists of human muscarinic M5 receptor (CHRM5); inhibition, % at 3 µM; CHO-hM5 cells, Fluo-8 calcium fluorescence, ACh EC80; AID 624040; P08912; hit rate 0.59% among 360,000;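 active = inhibition above a per-plate cutoff, the mean of that plate's test compounds plus 3 SD, cut at about 27% in these data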;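 note: 0% = acetylcholine EC80 with DMSO and 100% = DMSO without agonist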
Target sequence (P08912 whole entry, looked up): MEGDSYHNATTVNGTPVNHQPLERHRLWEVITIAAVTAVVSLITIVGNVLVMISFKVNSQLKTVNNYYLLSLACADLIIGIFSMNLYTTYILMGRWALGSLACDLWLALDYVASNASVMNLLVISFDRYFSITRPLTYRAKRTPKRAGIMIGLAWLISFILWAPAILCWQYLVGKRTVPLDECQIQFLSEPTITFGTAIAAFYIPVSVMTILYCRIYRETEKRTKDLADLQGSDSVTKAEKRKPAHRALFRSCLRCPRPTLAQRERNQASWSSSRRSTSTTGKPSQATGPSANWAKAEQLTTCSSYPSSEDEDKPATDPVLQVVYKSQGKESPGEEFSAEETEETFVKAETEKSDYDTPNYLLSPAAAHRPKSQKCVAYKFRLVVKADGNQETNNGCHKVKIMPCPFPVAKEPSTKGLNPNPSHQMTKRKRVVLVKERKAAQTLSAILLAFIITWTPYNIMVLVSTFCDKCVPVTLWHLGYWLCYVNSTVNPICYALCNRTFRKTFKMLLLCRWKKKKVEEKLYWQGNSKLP
M4 ag: CHRM4 agonism in calcium assay | CHO-K1 hM4/Gqi5, Fluo-8 calcium fluorescence; vehicle 0%, full acetylcholine response 100% | activation, % at 3 µM | hit rate 0.14% among 360,000 | AID 624127;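 active = activation above the run mean over all test wells plus 3 SD, cut at about 32% in these data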;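 note: peak over basal fluorescence ratio per well then scaled between controls; 0% = DMSO wells and 100% = acetylcholine at EC100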
CHRM1 PAM: human CHRM1 positive allosteric modulation; AID 588819; hit rate 0.088% among 360,000; P11229; activation, % at 3 µM; CHO-K1 hM1, Fluo-8 calcium fluorescence, ACh EC20; 0% = ACh EC20, 100% = maximal ACh; in the data active = activation above about 19%, passing the limit was not always enough
Target sequence (P11229 whole entry, looked up): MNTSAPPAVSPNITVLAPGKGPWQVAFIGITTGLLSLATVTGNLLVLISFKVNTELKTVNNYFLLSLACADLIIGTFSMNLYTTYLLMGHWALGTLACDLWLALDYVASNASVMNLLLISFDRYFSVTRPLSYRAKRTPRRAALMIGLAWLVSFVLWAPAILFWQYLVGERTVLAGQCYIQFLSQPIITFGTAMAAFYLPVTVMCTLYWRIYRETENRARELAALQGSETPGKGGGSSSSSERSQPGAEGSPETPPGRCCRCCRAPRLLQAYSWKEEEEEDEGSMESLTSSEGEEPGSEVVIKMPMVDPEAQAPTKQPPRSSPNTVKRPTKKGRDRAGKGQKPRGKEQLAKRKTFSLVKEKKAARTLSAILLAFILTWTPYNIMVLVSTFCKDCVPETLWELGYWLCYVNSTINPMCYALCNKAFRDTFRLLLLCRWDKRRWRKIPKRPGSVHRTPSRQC
M4 PAM: positive allosteric modulators of human muscarinic M4 receptor | P08173 | CHO-K1 hM4/Gqi5, Fluo-8 calcium fluorescence, ACh EC20; 0% = ACh EC20, 100% = maximal ACh | activation, % at 3 µM | hit rate 0.4% among 360,000 | AID 624126;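 active = activation above its plate's cutoff, the mean activation of sample wells plus 3 SD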; note: some results filed as inactive read as strong as hits
CRFBP-R2 block: CRF-BP/CRF-R2 complex antagonism. HEK293 CRF-R2/CRF-BP, CRF-induced calcium fluorescence. hit rate 0.59% among 350,000. AID 588475. inhibition, % at 11.8 µM;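 active = inhibition of the ligand-induced calcium signal above about 50% at the single tested concentration, limit read from the data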
M5 PAM: CHRM5 positive allosteric modulation. hit rate 0.3% among 360,000. activation, % at 3 µM. P08912. CHO-K1 hM5, Fluo-8 calcium, ACh EC20 PAM; 0% = ACh EC20, 100% = ACh EC100;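 active = activation above the run cutoff, the mean activation of all test compounds plus 3 SD, cut at about 18% in these data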
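Probe or stimulus: acetylcholine, EC20 level; Assay system: human M5 receptor in CHO-K1 cells; Schedule: compound preincubation 140 s before EC20 acetylcholine addition; Technique: intracellular calcium via Fluo-8 fluorescence; Dosing: single-point, 3 µM nominal; Read-out basis: percent activation from peak-over-basal fluorescence ratio, scaled EC20-to-EC100 acetylcholine; Repeats: one well per compound, no replicates.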
M4 antag: antagonists of human muscarinic M4 receptor (CHRM4). CHO-hM4 cells, ACh EC80, Fluo-8 calcium fluorescence. inhibition, % at 3 µM. hit rate 0.73% among 360,000;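 active = inhibition above its plate's cutoff, the mean inhibition of sample wells plus 3 SD, cut at about 27% in these data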;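 note: 0% = acetylcholine EC80 with DMSO and 100% = DMSO without agonist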
M5 ag: CHRM5 agonism in calcium assay; CHO-K1 hM5 cells, Fluo-8 calcium fluorescence; 0% DMSO wells, 100% maximal acetylcholine response; AID 624037; hit rate 0.19% among 360,000; activation, % at 3 µM;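 active = activation above the run's mean over test compounds plus 3 SD, cut at about 23% in these data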;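 note: signal is peak over basal fluorescence ratio across the kinetic read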
CRFBP-R2 agonist: CRF-BP/CRF-R2 complex agonism. AID 588473. activation, % at 13.2 µM. HEK293 CRF-R2/CRF-BP, calcium dye fluorescence (FLIPR); percent of saturating CRF peptide response. hit rate 0.46% among 350,000;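 active = activation of at least 50%, plus an integration ratio under a set limit after plate pattern correction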;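 note: plate controls were neutral control wells without compound for no effect and CRF at EC100 for full effect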
Numbers without * were called inactive; . = no result given. The order is random (roughly 2.6% active in at least one column).

| CHRM5 antagonist | M4 ag | CHRM1 PAM | M4 PAM | CRFBP-R2 block | M5 PAM | M4 antag | M5 ag | CRFBP-R2 agonist | structure |
| --- | --- | --- | --- | --- | --- | --- | --- | --- | --- |
| 28* | 19 | -12 | -9 | -3 | -19 | 33* | 5 | 2.2 | CCN=C(NCC)SC1CC(=O)N(c2cccc(OCC)c2)C1=O (stereo unspecified) |
| 11 | 0 | -1 | -1 | 19 | 0 | 14 | -2 | -3.3 | Nc1[nH]n2c(=O)cc(-c3ccccc3)nc2c1N=Nc1ccccc1 |
| 4 | 0 | -5 | -9 | -6 | -9 | 11 | -8 | 0.6 | C#CC[N+](CC)(CC)CC#Cc1cccc(Cl)c1 |
| 10 | -1 | -1 | 5 | -22 | -4 | 4 | -5 | -1.4 | CCCCNC(=O)c1cc(-c2ccc(F)cc2)on1 |
| -4 | 2 | -3 | 21 | 14 | -2 | -23 | 2 | 1.2 | Cc1ccc(NC(=O)c2cnc(SCC(=O)NCC3CCCO3)n(C)c2=O)cc1 (stereo unspecified) |
| -10 | 2 | -1 | -1 | -14 | 2 | -16 | -7 | 1.6 | COc1ccc(N2CCN(CCCNC(=O)CN3C(=O)COc4ccccc43)CC2)cc1 |
| 3 | 0 | 12 | 0 | -18 | -3 | 6 | 0 | 0.5 | CC1(C)c2cc(Cl)ccc2-n2c1cc(O)c(-c1ccccc1)c2=O |
| 0 | 7 | -16 | -16 | -27 | 0 | 10 | -10 | 2.0 | CC(C)(C)c1ccc(OCCNCc2ccccc2)cc1 |
| -3 | 1 | 4 | -10 | 16 | -2 | 11 | 1 | -1.0 | CC(CCc1ccccc1)NC(=O)C1CCN(S(=O)(=O)N2CCOCC2)CC1 (stereo unspecified) |
| 6 | 3 | 8 | 0 | 2 | 2 | 1 | -1 | -0.1 | O=C(NCC1COc2ccccc2O1)c1cccc(S(=O)(=O)N2CCOCC2)c1 (stereo unspecified) |
| 3 | 10 | 0 | -1 | 2 | 0 | -4 | -1 | 2.8 | COc1cccc(OC)c1C(=O)Nc1ccc2c(c1)N(S(=O)(=O)c1cccs1)CCC2 |
| 0 | 0 | 2 | 2 | 6 | 0 | 2 | -4 | -0.6 | Cc1cccc2cc(CN(Cc3nnnn3C3CCCCC3)C3CCCC3)c3nnnn3c12 |
| -8 | 1 | 10 | 7 | 13 | -3 | 2 | -3 | -0.5 | CCCC1CC(C)(C(=O)Cn2[nH]c(=O)ccc2=O)OC1=O (stereo unspecified) |
| 2 | 1 | 2 | -6 | 95* | 0 | 11 | 0 | 0.6 | CN(C)CCCNC(=O)C[C@H]1C[C@H](C(=O)N2CCOCC2)[C@@]2(C)c3[nH]c4ccc(Cl)cc4c3CCN2C1=O |
| -1 | 2 | -1 | 0 | -4 | 0 | 3 | -2 | -0.1 | O=C(Cc1ccccc1)Nc1cccc(N2C(=O)C=CC2=O)c1 |
| -3 | 2 | 9 | -1 | -6 | 0 | 5 | -7 | -1.1 | COc1ccccc1NC(=O)CSc1nnc(CNC(=O)COc2ccc(Cl)cc2)o1 |
| 13 | 9 | -11 | 7 | -3 | -10 | -17 | 1 | -2.6 | O=C(NCC(c1cccs1)N1CCOCC1)c1cc(-c2ccccn2)nc2ccccc12 (stereo unspecified) |
| 6 | 6 | -4 | -5 | 3 | -7 | -5 | 0 | -2.1 | O=C(c1ccco1)N1CCN(C(=O)c2oc(=O)c3ccccc3c2-c2ccccc2)CC1 |
| 1 | 0 | 2 | 7 | 2 | -2 | -10 | -6 | -1.4 | CCCn1c(-c2ccc(OC)cc2)nc2ccccc21 |
| 7 | 0 | -2 | 4 | 11 | 0 | -2 | 0 | -1.4 | CC(c1ccccc1)n1ccnc1CO (stereo unspecified) |
| 1 | 2 | 3 | -2 | 2 | 4 | 8 | -1 | -0.6 | COc1ccc(-c2cc(C(=O)NC3CCCC3)no2)cc1 |
| -3 | 3 | 6 | 1 | 4 | 0 | 5 | -1 | -0.3 | Nc1ccc(S(=O)(=O)NNC(=O)C(=O)NNc2ccccn2)cc1 |
| -2 | 1 | 4 | 4 | 18 | -3 | -12 | 0 | -1.0 | O=c1sc(N2CCN(c3ccccc3F)CC2)nc2ccsc12 |
| 14 | 1 | 7 | 2 | 1 | 0 | 7 | -1 | 0.4 | COc1ccc(NC(=O)COC(=O)CNS(=O)(=O)/C=C/c2ccccc2)cc1OC |
| -3 | -1 | 21 | 8 | -68 | -1 | -16 | -2 | 33 | CCn1c(=N)n(CC(=O)C(C)(C)C)c2ccccc21 |
| 56* | 1 | -29 | -13 | . | -20 | 56* | -4 | . | Cc1ccccc1-c1nc(NCCN(C)C)nc2ccsc12 |
| 7 | 7 | 7 | -1 | 5 | -3 | 7 | 12 | -0.4 | O=c1[nH]sc2ccccc12 |
| -9 | 1 | 4 | -2 | -1 | 0 | 4 | -6 | 0.7 | O=C(CNC(=S)N(CCCN1CCOCC1)Cc1cccs1)NCc1ccc(Cl)cc1 |
| 5 | 4 | 6 | 20* | 0 | 2 | -2 | -2 | 0.6 | CCOC(=O)c1cnc2c(C)cccc2c1NCCCN1CCOCC1 |
| 8 | 1 | -1 | 4 | -13 | 8 | -6 | -4 | 1.2 | COc1ccc(Cl)cc1CN1CCOCC1 |

Reprinted at random: 3 records from the list
| CHRM5 antagonist | M4 ag | CHRM1 PAM | M4 PAM | CRFBP-R2 block | M5 PAM | M4 antag | M5 ag | CRFBP-R2 agonist | structure |
| --- | --- | --- | --- | --- | --- | --- | --- | --- | --- |
| 7 | 7 | 7 | -1 | 5 | -3 | 7 | 12 | -0.4 | O=c1[nH]sc2ccccc12 |
| 11 | 0 | -1 | -1 | 19 | 0 | 14 | -2 | -3.3 | Nc1[nH]n2c(=O)cc(-c3ccccc3)nc2c1N=Nc1ccccc1 |
| 28* | 19 | -12 | -9 | -3 | -19 | 33* | 5 | 2.2 | CCN=C(NCC)SC1CC(=O)N(c2cccc(OCC)c2)C1=O (stereo unspecified) |

The results go on:
| CHRM5 antagonist | M4 ag | CHRM1 PAM | M4 PAM | CRFBP-R2 block | M5 PAM | M4 antag | M5 ag | CRFBP-R2 agonist | structure |
| --- | --- | --- | --- | --- | --- | --- | --- | --- | --- |
| 1 | 12 | 3 | -6 | -1 | -11 | -4 | 0 | -1.2 | CS(=O)(=O)Nc1ccccc1C(=O)NCCSc1ccc(Cl)cc1 |
| 6 | 0 | 9 | 1 | -8 | -1 | 2 | -1 | -0.4 | NC(=O)Cn1cnc2c(nnn2-c2ccc(F)cc2)c1=O |
| -3 | 1 | 5 | 4 | 3 | 6 | -4 | -1 | -2.6 | COCCCNC(=S)N/N=C/c1ccc(OC)cc1 |
| 14 | 12 | 4 | -4 | -31 | -15 | -8 | 0 | 1.1 | O=C(Nc1ccncc1)c1cn(-c2ccccc2)nc1-c1cccs1 |
| -8 | -2 | -13 | 2 | 39 | -16 | -6 | -11 | 11 | O=C(c1c(F)c(F)c(F)c(F)c1F)N(Cc1ccccc1)Cc1ccccc1 |
| -7 | -2 | 1 | -11 | 16 | -5 | 2 | -14 | 1.1 | CC(CCc1ccc(O)cc1)NC(c1ccccc1)c1ccc(Cl)cc1 (stereo unspecified) |
| 8 | 0 | 4 | -2 | 8 | -7 | 2 | -3 | -1.4 | Cc1cccc2[nH]c(CN(C)C(=O)C3CCC(=O)N(CCc4ccccc4)C3)nc12 (stereo unspecified) |
| 0 | 1 | 6 | -3 | -2 | 1 | 8 | 0 | 9.4 | O=C(CN1C(=O)c2ccccc2C1=O)NN1C(=O)c2ccccc2C1=O |
| 0 | 1 | -1 | 7 | -6 | 7 | 6 | -1 | 0.0 | CCCNC(=O)c1ccc(N2CCC3(CC2)CC(c2cccc(Br)c2)=NO3)c(NC(=O)c2ccccc2)c1 |
| 5 | 1 | 7 | 3 | 17 | -8 | 0 | -1 | -0.9 | O=C(Cn1c(C(F)(F)F)nc2ccccc21)NCCCN1CCOCC1 |
| 8 | 0 | -1 | -1 | 3 | -8 | 9 | -11 | -1.4 | NC(=O)[C@@H]1CC2(CC(c3cccc(NC(=O)CC(c4ccccc4)c4ccccc4)c3)=NO2)CN1C(=O)[C@@H]1CCC(=O)N1 (stereo partly specified) |
| -1 | 1 | 1 | 4 | -2 | 3 | -11 | -3 | -3.4 | Cc1ccc(SCC(=O)OCC(=O)NC2CCCCCC2)cc1 |
| 5 | 3 | -5 | -11 | -10 | -3 | -6 | -7 | 0.5 | Clc1ccc(OCCCc2nc(-c3ccncc3)no2)c(Cl)c1 |
| 0 | 1 | 0 | 1 | 41 | 0 | 0 | 3 | 0.9 | CCC(=O)NCC(c1cccs1)N1CCOCC1 (stereo unspecified) |
| 9 | 2 | 3 | -7 | 0 | -2 | -1 | -2 | -0.5 | O=C(CCCCCN1C(=O)c2cccc3cccc(c23)C1=O)NC1CCS(=O)(=O)C1 (stereo unspecified) |
| 4 | 0 | -4 | -1 | 5 | -7 | 8 | -3 | -1.4 | Cc1nnn(C23CC4CC(CC(C4)C2)C3)n1 |
| 1 | 1 | 7 | -1 | -27 | 0 | -6 | 4 | -0.7 | CC1=NN(c2ccccc2)C(=O)/C1=C\c1cn(CCC#N)nc1-c1ccc(Cl)cc1 |
| 7 | 1 | 16 | 4 | -2 | 0 | -8 | -4 | -1.0 | S=c1[nH]nc(Cc2ccccc2)n1-c1cccc2ccccc12 |
| 10 | 0 | -3 | 2 | 7 | -2 | 6 | -2 | 1.1 | Cc1cccc(C(=O)Nc2nsc(N)n2)c1 |
| -5 | 0 | 11 | -1 | -6 | -4 | -4 | -9 | 9.1 | O=S(=O)(c1ccccc1Cl)N1CCCC1c1nc(-c2cccc(Cl)c2)no1 (stereo unspecified) |
| 20 | 20 | -11 | -8 | -8 | -20 | 4 | 1 | -1.3 | CC(=O)c1c(C)[nH]c(C(=O)OCc2csc(CC(=O)Nc3ccccc3C)n2)c1C |
| 1 | 1 | -3 | 5 | 47 | -10 | -1 | -12 | 2.2 | COc1cccc(Cn2c(Oc3ccccc3)nc3c2c(=O)n(C)c(=O)n3C)c1 |
| -6 | 1 | 1 | 8 | 1 | 5 | -5 | -3 | 0.2 | CCc1cccc(OCCCCNCCO)c1 |
| 3 | 5 | 3 | -2 | -3 | 0 | -1 | -2 | -0.5 | COc1ccc(N2CCN(C(=O)COC(=O)COc3cc(C)cc(C)c3)CC2)cc1 |
| -9 | 1 | -4 | 8 | 7 | 7 | 3 | 3 | -1.7 | COc1ccc(S(=O)(=O)N2CCN(C(=O)CC3CC4CCC3C4)CC2)cc1 (stereo unspecified) |
| -3 | 1 | 4 | -4 | -15 | 4 | 10 | 2 | -0.3 | Cc1ccccc1NC(=S)Nc1cccc([N+](=O)[O-])c1 |
| -7 | 2 | 8 | 9 | -14 | 8 | -7 | 4 | 2.7 | CC1(c2ccc3c(c2)OCCO3)NC(=O)N(CC(=O)Nc2c(F)cccc2F)C1=O (stereo unspecified) |
| 9 | 12 | -2 | -6 | -4 | -6 | -3 | -2 | -1.5 | CC(=O)Nc1ccc(SC[C@H](C)CN2CC[C@H](C(C)(C)C)CCC2=O)cc1 |
| -2 | 0 | 12 | 4 | -21 | -2 | -3 | 1 | -0.4 | CC(C)C(=O)Nc1nnc(-c2ccco2)s1 |
| 1 | 0 | 4 | -4 | 5 | 2 | 8 | 0 | -0.3 | O=C1CC(c2ccccc2)CC(O)=C1C=NCCCO (stereo unspecified) |
| 3 | 1 | 10 | 2 | 23 | 2 | 3 | 0 | -0.4 | Cc1nc(-c2ccc(S(=O)(=O)Nc3cccc(S(N)(=O)=O)c3)s2)cs1 |

From PubChem BioAssay
